Source: PubChem BioAssay
Wee1 stabilizer: blocks degradation of human Wee1 kinase | HeLa Luc-Wee1K328M stability, luciferase luminescence; 100% = proteasome inhibitor MG132 effect | reporter increase, % at 5 µM | 220,000 compounds, 1.2% hits;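 active means activation above the mean of all tested compounds plus 3 SD, set per screening run, cut at about 8.8% in these data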;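 further: cells exposed to compound for 20 h before luminescence read; 0% = DMSO alone and 100% = MG132 at 30 µM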
Furin inhibitor: inhibitors of human furin. 220,000 compounds, 0.061% hits. AID 463115. purified furin, fluorogenic substrate cleavage. inhibition, % at 30 µM; in the data active means inhibition above about 25%; further: inactives centre near -15
KCC2 mod: modulates chloride dependent transport by human KCC2. Q9H2X9. KCC2 cells, thallium flux FluoZin-2 fluorescence. B-score of Tl+ flux slope (higher = more flux/activation; lower = inhibition) at 10 µM. 190,000 compounds, 2.2% hits;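 active means thallium flux slope and its plate-corrected score both differing from the plate sample mean at a set confidence after two filtering rounds, in either direction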;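 further: slope of fluorescence scaled to starting intensity during 10 to 20 s after thallium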
PERK inhibitor: inhibitors of human PERK kinase. Q9NZJ5. CHO PERK-DD fusion, SEAP luminescence translation reporter. inhibition, % at 5.6 µM. 220,000 compounds, 0.17% hits;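 active means inhibition above the mean inhibition of all tested compounds plus 3 SD, set separately per screening campaign, cut at about 2.9% in these data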;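 further: PERK kinase domain activated by AP20187 dimerizer at 100 nM; 0% = DMSO with dimerizer and 100% = rapamycin at 8.4 µM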
thrombin 1536: thrombin (human) inhibition | inhibition, % at 5 µM | AID 1046 | 220,000 compounds, 0.26% hits | alpha-thrombin, Boc-VPR-AMC fluorogenic substrate cleavage | P00734;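 active means inhibition at or above 40%; inactive means inhibition below 40%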;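 further: 0% = enzyme with no compound and 100% = wells without enzyme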
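Material: human alpha-thrombin protein; Also added: Boc-VPR-AMC substrate, 15 µM final; Timing: enzyme reaction carried out at room temperature; Signal: fluorescence, ex 355 nm, em 460 nm; Measure: % inhibition of thrombin; Controls: enzyme without compound as high, wells lacking enzyme as low.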
p97 inhibitor: inhibitors of human p97 ATPase; inhibition, % at 8 µM; 220,000 compounds, 0.42% hits; AID 1481; recombinant p97 ATPase, Kinase-Glo ATP luminescence, 3 h; in the data active means inhibition above about 15%;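 further: 0% = DMSO vehicle and 100% = wells lacking enzyme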
FXIa inh: blocks human coagulation factor XIa protease activity. P03951. purified FXIa, Boc-Glu-Ala-Arg-AMC fluorogenic substrate. inhibition, % at 5 µM. 220,000 compounds, 0.14% hits;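 active means inhibition of at least 40%; inactive means inhibition below 40%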;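 further: fluorescence of freed AMC excited at 355 nm; 0% = enzyme without compound and 100% = no enzyme blank; many of its hits are not listed in these tables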
Target sequence (P03951 19-387 limits assumed): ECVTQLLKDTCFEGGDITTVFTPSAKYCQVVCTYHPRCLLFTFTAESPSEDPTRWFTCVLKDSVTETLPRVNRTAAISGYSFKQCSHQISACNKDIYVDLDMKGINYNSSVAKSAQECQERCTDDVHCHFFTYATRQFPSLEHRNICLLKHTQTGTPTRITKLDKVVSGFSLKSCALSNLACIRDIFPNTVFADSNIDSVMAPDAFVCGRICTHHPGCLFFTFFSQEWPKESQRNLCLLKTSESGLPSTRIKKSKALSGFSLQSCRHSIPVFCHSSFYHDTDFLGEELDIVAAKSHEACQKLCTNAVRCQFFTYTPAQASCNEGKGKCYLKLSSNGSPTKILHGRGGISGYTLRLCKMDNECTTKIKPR
Target sequence (P03951 388-625 limits assumed): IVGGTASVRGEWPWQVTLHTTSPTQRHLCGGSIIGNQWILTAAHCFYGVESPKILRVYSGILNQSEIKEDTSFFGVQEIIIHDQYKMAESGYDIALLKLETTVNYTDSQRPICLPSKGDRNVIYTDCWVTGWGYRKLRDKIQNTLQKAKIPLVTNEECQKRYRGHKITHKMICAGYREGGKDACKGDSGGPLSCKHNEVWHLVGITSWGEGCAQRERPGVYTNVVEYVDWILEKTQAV
FXIIa inh: inhibitors of human coagulation factor XIIa; purified FXIIa, Boc-QGR-AMC fluorogenic substrate, 2 h; AID 800; inhibition, % at 5 µM; 220,000 compounds, 0.3% hits; P00748; in the data active means inhibition above about 40%;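 further: 0% = enzyme with no compound and 100% = blank without enzyme; many of its hits are not listed in these tables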
KLK5 inh: blocks human kallikrein 5 protease activity; AID 873; recombinant hK5, fluorogenic AMC substrate cleavage; Q9Y337; 210,000 compounds, 0.59% hits; inhibition, % at 5 µM;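 active means inhibition of 40% or more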;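 further: 0% = enzyme controls without compound and 100% = no-enzyme blanks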
Numbers without * were called inactive; x = no result given; [ ] = another dose, or the depositor's remark.

[1] Cc1[nH]c2ccccc2c1-c1nc(-c2ccc(Cl)cc2)nnc1-c1ccccc1
[2] C=CCN(c1ccccc1C(=O)O)S(=O)(=O)c1ccc(C)cc1
[3] Cc1cccc(C)c1OCc1nnc(SCC(=O)Nc2nccs2)n1-c1ccccc1
[4] Clc1cccc(CSc2ccc(-c3cccnc3)nn2)c1
[5] CCOC(=O)c1cc(=O)n(-c2ccc(Cl)cc2C)[nH]1

compound no. | 1 | 2 | 3 | 4 | 5
FXIa inh | 5.5 | -2.3 | -13.1 | -1.4 | 0.2
PERK inhibitor | 0.3 | 0.8 | 0.4 | 0.7 | 1.2
KCC2 mod | 0.413 | 0.254 | 0.169 | -1.49 | 0.605
Furin inhibitor | -4.0 | -31.3 | -21.8[20 µM] | -18.7 | -10.4
thrombin 1536 | x | -6.8 | -0.7 | -4.3 | -6.5
p97 inhibitor | -0.3 | 3.1 | -0.9 | 2.6 | 1.3
KLK5 inh | 3.2 | -4.4 | -25.8 | 4.9 | -19.0
Wee1 stabilizer | 2.0 | 3.3 | -1.7 | -0.2 | 0.0
FXIIa inh | 13.3 | 6.9 | 4.5 | 8.1 | 3.0

[6] COC(=O)c1ccc2nc(NC(=O)C(C)C)sc2c1
[7] CC1CCN(CCC(=O)Nc2ccc3c(c2)OCCO3)CC1
[8] O=C1CCCC(O)=C1N=Nc1ccc(C(=O)O)cc1
[9] CCc1noc(C)c1C(=O)NCCc1ccc(OC)c(OC)c1
[10] O=C(N/N=C/c1cccc(Br)c1)c1ccc(Cn2cc(Br)cn2)o1

compound no. | 6 | 7 | 8 | 9 | 10
FXIa inh | -2.8 | 0.7 | 1.8 | 3.1 | 1.4
PERK inhibitor | -0.3 | -0.1 | 2.1 | 0.6 | -1.6
KCC2 mod | 0.128 | 0.121 | -0.0892 | -0.862 | -1.61
Furin inhibitor | -14.1 | -21.9 | -3.0 | -27.5 | -10.9
thrombin 1536 | -9.3 | -2.5 | -9.8 | 2.5 | -13.5
p97 inhibitor | -6.4 | 1.9 | 9.7 | 3.9 | -4.1
KLK5 inh | -7.9 | 15.4 | 2.4 | -19.9 | -15.3
Wee1 stabilizer | 2.1 | 0.4 | 0.2 | -0.3 | -0.7
FXIIa inh | 2.4 | 17.2 | 6.4 | 15.1 | 7.7

[11] Cc1cccc(N2CCN(C(=O)c3ccc(N4CCCC4=O)cc3)CC2)c1C
[12] CCN(c1ccc(C)c(C)c1)S(=O)(=O)c1c(C)[nH]c(=O)[nH]c1=O
[13] Cc1nc2sc(C(c3ccc(Cl)cc3)N3CC(C)OC(C)C3)c(O)n2n1 (centres undefined)
[14] COC(=O)c1cc(C#N)c(Oc2ccc(F)cc2)nc1C
[15] COc1ccc(Cc2nc(-c3ccccn3)no2)cc1OC

compound no. | 11 | 12 | 13 | 14 | 15
FXIa inh | -5.0 | 0.8 | 1.5 | 4.5 | 0.9
PERK inhibitor | -0.1 | 0.2 | -0.3 | 1.3 | 0.0
KCC2 mod | -0.357 | x | 0.137 | -0.211 | -0.192
Furin inhibitor | -30.0 | -23.8[20 µM] | -27.2 | -23.5 | -30.1
thrombin 1536 | -10.0 | 0.9 | 4.7 | 1.3 | x
p97 inhibitor | -5.4 | -1.8 | 2.9 | -1.4 | 8.8
KLK5 inh | -12.2 | 1.6 | 3.2 | 5.1 | -5.6
Wee1 stabilizer | 0.9 | -4.0 | -0.5 | 0.8 | -4.1
FXIIa inh | 12.1 | 10.4 | 15.7 | 12.4 | 1.1

[16] O=S(=O)(c1cnc[nH]1)N1CCc2ccccc21
[17] CCOC(=O)C1(Cc2ccccc2C(F)(F)F)CCN(Cc2ccon2)CC1
[18] Cn1c(=O)cc(SCC(=O)N2CCCC2)c2cc(Cl)ccc21
[19] O=c1sc2ccccc2n1COc1ccccc1
[20] CC1CCCCN1C(=S)NC(=O)c1cccs1 (centres undefined)

compound no. | 16 | 17 | 18 | 19 | 20
FXIa inh | -7.4 | -1.6 | 1.9 | x | -3.3
PERK inhibitor | 0.2 | -1.6 | -0.1 | 0.7 | 0.5
KCC2 mod | -0.0869 | -0.377 | -0.312 | x | 36.4*
Furin inhibitor | -26.1 | -23.3 | -12.7 | -19.1 | -21.2
thrombin 1536 | -9.9 | -3.6 | -5.3 | x | -3.7
p97 inhibitor | 2.3 | -6.8 | 4.1 | 1.3 | -1.3
KLK5 inh | 9.7 | -0.5 | -21.2 | x | -2.3
Wee1 stabilizer | 1.7 | -3.1 | 5.2 | 0.9 | 2.4
FXIIa inh | -0.9 | 8.4 | -9.5 | x | 5.8

[21] Cc1noc(C(=O)NCc2cccnc2)c1Cl
[22] CC(=O)c1c(O)cc(C)n(Cc2ccccc2)c1=O
[23] c1ccc(Nc2cccc3c(Nc4ccccc4)cccc23)cc1
[24] Cc1[nH]c(=O)c(C#N)c(C)c1[N+](=O)[O-]
[25] CSc1nnc(-c2cccc(NC(=S)NN)c2)o1

compound no. | 21 | 22 | 23 | 24 | 25
FXIa inh | 0.9 | x | -5.3 | 3.4 | -2.0
PERK inhibitor | 0.9 | 0.5 | 0.5 | 1.1 | 1.4
KCC2 mod | 0.479 | 1.63 | 0.361 | -0.0341 | -0.0964
Furin inhibitor | -29.8 | -16.4[20 µM] | -26.3 | -14.0 | -28.5
thrombin 1536 | 2.4 | x | -2.2 | 1.0 | -13.5
p97 inhibitor | 3.8 | 3.1 | 6.7 | 4.7 | 4.8
KLK5 inh | -0.6 | x | -4.6 | 3.1 | -0.1
Wee1 stabilizer | 4.5 | -2.0 | 5.8 | 0.3 | -0.3
FXIIa inh | 9.6 | x | -7.4 | 10.6 | 5.8

[26] CC(C)(C)c1ccc(-c2cn(-c3ccc(Br)cc3)c3[n+]2CCCS3)cc1
[27] Cc1cccc(NC(=O)c2cc(Cl)nc3ccccc23)c1
[28] CCc1cc2c(=O)[nH]c(COC)nc2s1
[29] CCn1c(=O)c2cc(C(=O)NCc3cccs3)sc2c2ccccc21

compound no. | 26 | 27 | 28 | 29
FXIa inh | 0.8 | 5.3 | 6.1 | -1.8
PERK inhibitor | 1.2 | 1.4 | 2.2 | 1.1
KCC2 mod | 0.108 | -0.57 | 0.589 | 0.966
Furin inhibitor | -18.3 | -22.8[20 µM] | -24.5 | -29.9
thrombin 1536 | -8.6 | 6.2 | -0.8 | -4.4
p97 inhibitor | 1.4 | 5.5 | 12.7 | 7.6
KLK5 inh | 3.2 | 0.5 | -7.0 | -3.5
Wee1 stabilizer | 1.6 | 3.8 | -3.3 | -1.9
FXIIa inh | 11.4 | 17.1 | 13.1 | 0.4

In the list so far, these have bromine.
[10] O=C(N/N=C/c1cccc(Br)c1)c1ccc(Cn2cc(Br)cn2)o1
[26] CC(C)(C)c1ccc(-c2cn(-c3ccc(Br)cc3)c3[n+]2CCCS3)cc1

compound no. | 10 | 26
FXIa inh | 1.4 | 0.8
PERK inhibitor | -1.6 | 1.2
KCC2 mod | -1.61 | 0.108
Furin inhibitor | -10.9 | -18.3
thrombin 1536 | -13.5 | -8.6
p97 inhibitor | -4.1 | 1.4
KLK5 inh | -15.3 | 3.2
Wee1 stabilizer | -0.7 | 1.6
FXIIa inh | 7.7 | 11.4

4 of the compounds above, with bars between the fields.
No. | Compound | FXIa inh | PERK inhibitor | KCC2 mod | Furin inhibitor | thrombin 1536 | p97 inhibitor | KLK5 inh | Wee1 stabilizer | FXIIa inh
28 | CCc1cc2c(=O)[nH]c(COC)nc2s1 | 6.1 | 2.2 | 0.589 | -24.5 | -0.8 | 12.7 | -7.0 | -3.3 | 13.1
29 | CCn1c(=O)c2cc(C(=O)NCc3cccs3)sc2c2ccccc21 | -1.8 | 1.1 | 0.966 | -29.9 | -4.4 | 7.6 | -3.5 | -1.9 | 0.4
27 | Cc1cccc(NC(=O)c2cc(Cl)nc3ccccc23)c1 | 5.3 | 1.4 | -0.57 | -22.8[20 µM] | 6.2 | 5.5 | 0.5 | 3.8 | 17.1
26 | CC(C)(C)c1ccc(-c2cn(-c3ccc(Br)cc3)c3[n+]2CCCS3)cc1 | 0.8 | 1.2 | 0.108 | -18.3 | -8.6 | 1.4 | 3.2 | 1.6 | 11.4
